High-throughput results deposited in PubChem by several laboratories.
OXTR ag – human OXTR agonists, primary screen, fluorescence, CHO-OTR cells, Fluo-8 calcium | AID 2435, 2010 | Oxytocin receptor (Homo sapiens), P30559 | hit rate 0.32% among 320,000 | Fluo-8 calcium fluorescence; normalized: DMSO 0%, oxytocin 100% | activation, % at 3 µM;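 active = activation above the mean of all tested compounds plus 3 SD, cutoff set per screening run, cut at about 20% in these data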;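 also: peak over basal fluorescence ratio from a 100 s FLIPR kinetic read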
Target sequence (P30559 whole entry, looked up): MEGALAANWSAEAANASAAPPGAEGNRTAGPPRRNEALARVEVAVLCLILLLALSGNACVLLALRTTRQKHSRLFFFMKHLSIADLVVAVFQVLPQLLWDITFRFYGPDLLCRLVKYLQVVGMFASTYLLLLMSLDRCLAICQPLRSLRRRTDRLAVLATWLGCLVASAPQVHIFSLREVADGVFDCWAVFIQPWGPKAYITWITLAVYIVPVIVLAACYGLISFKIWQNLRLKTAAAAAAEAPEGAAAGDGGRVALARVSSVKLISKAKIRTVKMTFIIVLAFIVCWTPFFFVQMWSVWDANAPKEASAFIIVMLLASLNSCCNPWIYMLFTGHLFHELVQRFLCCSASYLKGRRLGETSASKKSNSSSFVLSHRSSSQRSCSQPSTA
MEKK2mut PB1 HTS – MEK5 binding signal on mutant MEKK2 PB1, primary screen, biochemical, multiplex bead flow cytometry, Alexa488-MEK5; Alexa488-MEK5 binding to MEKK2 mutant; percent response, % at 10 µM; hit rate 0.35% among 290,000; AID 1530, 2009; in the data active = percent response above about 24%, passing the limit was not always enough; also: inactives centre near 1; some results filed as inactive read as strong as hits; reference of the scale not given here
PHOSPHO1 inh – PubChem AID 1565; inhibition, % at 13.3 µM; hit rate 1.1% among 290,000; recombinant PHOSPHO1, absorbance phosphatase assay; in the data active = inhibition above about 60%
V1aR counter – agonists of human V1a receptor, primary screen, counter-screen for OXTR agonist project, fluorescence, CHO-V1R cells. Vasopressin V1a receptor (Homo sapiens), P37288. activation, % at 3 µM. Fluo-8 calcium fluorescence, agonist mode; 0% DMSO, 100% 3 nM vasopressin. hit rate 0.25% among 320,000;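 active = activation above the mean activation of all tested compounds plus 3 SD, per screening run, cut at about 20% in these data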;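 also: signal is peak over basal fluorescence ratio across a 100 second FLIPR read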
NALP1 yeast inh – NALP1 inflammasome inhibitors in reconstituted yeast, colorimetric, S. cerevisiae, triplicate retest; S. cerevisiae NALP1/ASC/caspase-1 growth, X-gal OD620, 72 h; inhibition, % at 10 µM; hit rate 0.61% among 280,000; AID 2071, 2009; in the data active = inhibition mostly above about 24%, no sharp cut-off; inactive = mostly below about 32%; also: some compounds called inactive have numbers as strong as hits
GalR3 antag – GalR3 antagonists in HEK293 cells, primary screen, cell-based, fluorescence readout; hit rate 0.44% among 360,000; HEK293 GalR3-CNG cAMP membrane potential fluorescence; galR3 body fused to GalR1 C-terminus; Galanin receptor type 3 (Homo sapiens), O60755; inhibition, % at 3 µM; AID 651719, 2012;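 active = inhibition above the screen-wide average plus 3 SD, cut at about 13% in these data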;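 also: forskolin and galanin both at EC90 stimulate the cells; cAMP rise reported by CNG channel membrane potential dye signal; 0% = forskolin plus galanin with DMSO and 100% = forskolin alone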
Target sequence (O60755 1-299 limits assumed): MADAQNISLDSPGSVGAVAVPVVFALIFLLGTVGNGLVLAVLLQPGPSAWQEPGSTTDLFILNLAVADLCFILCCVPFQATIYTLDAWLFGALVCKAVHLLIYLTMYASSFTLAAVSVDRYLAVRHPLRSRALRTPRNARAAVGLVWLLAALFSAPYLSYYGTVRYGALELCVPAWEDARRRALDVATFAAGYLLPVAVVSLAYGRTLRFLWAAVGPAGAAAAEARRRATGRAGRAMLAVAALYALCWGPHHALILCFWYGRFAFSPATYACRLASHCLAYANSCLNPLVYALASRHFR
GPR7 antagonist – GPR7 receptor antagonists, primary screen, cell-based, fluorescence, single concentration | GPR7-expressing cells, fluorescence antagonist assay | inhibition, % at 4.4 µM | hit rate 1.1% among 290,000 | AID 1861, 2009; in the data active = inhibition above about 16%, passing the limit was not always enough;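 also: cells stimulated with the agonist NPW; 0% = agonist with vehicle and 100% = vehicle without agonist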
Target sequence (P48145 whole entry, looked up): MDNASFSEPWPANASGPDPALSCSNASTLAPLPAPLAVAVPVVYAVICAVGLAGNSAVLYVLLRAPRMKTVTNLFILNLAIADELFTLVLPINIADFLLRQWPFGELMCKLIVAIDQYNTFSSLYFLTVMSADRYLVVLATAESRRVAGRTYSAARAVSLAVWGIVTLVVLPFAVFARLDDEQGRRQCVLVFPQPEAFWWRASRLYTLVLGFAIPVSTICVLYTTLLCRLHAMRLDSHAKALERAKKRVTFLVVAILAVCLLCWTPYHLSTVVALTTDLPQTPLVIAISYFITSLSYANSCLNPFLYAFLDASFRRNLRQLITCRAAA
MEKK3 PB1 HTS – modulators of MEKK3-MEK5 PB1 binding, primary screen, biochemical, wildtype MEKK3, multiplex bead flow cytometry, Alexa488-MEK5; bead-based flow cytometry, Alexa488-MEK5 binding to MEKK3; actives lie on both sides; 0 = blocked by unlabeled MEK5, 100 = vehicle; hit rate 1.4% among 290,000; AID 1529, 2009; binding response (% of control), % at 10 µM;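 active = binding response more than 3 SD above or below the average of its plate-row segment, actives on both sides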;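 also: Alexa488 bead fluorescence after subtracting the streptavidin-only scavenger bead signal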
MEKK2 WT-MEK5 – modulators of MEK5 binding to wildtype MEKK2, primary screen, biochemical, multiplex bead flow cytometry, Alexa488-MEK5; hit rate 1.1% among 290,000; Alexa488-MEK5 binding to MEKK2 WT; actives lie on both sides; Mitogen-activated protein kinase kinase kinase 2 (Homo sapiens), Q9Y2U5; binding response (% of control), % at 10 µM; in the data active = binding response below about 67% or above about 130%
The depositor's hits bear a star; nt = not tested or not shown; [ ] = remark or other dose. Not a hit list (roughly 5.4% active in at least one column).

SMILES | OXTR ag | MEKK2mut PB1 HTS | PHOSPHO1 inh | V1aR counter | NALP1 yeast inh | GalR3 antag | GPR7 antagonist | MEKK3 PB1 HTS | MEKK2 WT-MEK5
CSc1nc(-c2ccccc2)nn1C(=O)c1ccco1 | 0.3 | -1 | -13 | -0.7 | 2 | -1 | 0 | 1.0*[inhibitor] | 1.0*[inhibitor]
O=C(COC(=O)[C@H](Cc1ccccc1)N1C(=O)c2ccccc2C1=O)Nc1ccc2c(c1)OCO2 | -0.6 | -1 | 7 | 0.5 | 8 | 7 | 1 | 102 | 98
COc1ccc(N2CCN(Cc3cc(OC)c(O)c([N+](=O)[O-])c3)CC2)cc1 | -0.7 | 4 | -2 | 0.4 | 24 | -5 | -4 | 105 | 111
CC(NC(=O)Nc1ccccc1)C(c1cccs1)N1CCN(c2ccccc2)CC1 (configuration not stated) | -0.9 | 10 | -8 | -0.2 | -3 | nt | 2 | 82 | 90
COc1ccc(CN(C(=O)c2cccc(OC)c2)C2CCS(=O)(=O)C2)cc1 (configuration not stated) | -1.0 | -15 | 33 | -0.2 | 16 | -5 | 5 | 90 | 93
COc1ccc(-c2cc(C)nc(SCc3cccc(C(=O)O)c3)n2)cc1 | 0.9 | -2 | 51 | 2.4 | 34 | -3 | -2 | 99 | 95
O=S(=O)(c1ccc(F)cc1)N1CCn2c(nc3ccccc32)C1 | -1.8 | 6 | -1 | 0.3 | -18 | nt | -14 | 103 | 111
CCOc1ccc(OC(=O)c2cccnc2)cc1 | 0.3 | 2 | 16 | 0.6 | 2 | 2 | -6 | 100 | 105
COc1ccc(N2C(=O)C(Cl)=C(N3CCCC3)C2=O)cc1 | -1.0 | -1 | 13 | -0.9 | 6 | -8 | -1 | 98 | 93
CC(C)Cc1cc(CNC(=O)C2CCC(=O)N(Cc3cccc(C(F)(F)F)c3)C2)on1 (configuration not stated) | -0.2 | 7 | 8 | 1.6 | 6 | 0 | -5 | 102 | 107
COc1ccccc1C(=O)NCCSCc1ccccc1Cl | -2.1 | 0 | 39 | 0.5 | 18 | -11 | 6 | 102 | 106
O=[N+]([O-])c1ccc2nnn(O)c2c1 | -0.3 | -2 | -3 | 0.7 | 33 | -1 | -7 | 87 | 91
CN1/C(=C\C(=S)NC(=O)c2ccccc2Cl)C(C)(C)c2ccccc21 | -2.7 | 0 | 0 | -0.7 | 31 | -5 | 38* | 86 | 1.0*
CCN(CC(=O)Nc1ccc(C(C)=O)cc1)CC(=O)Nc1ccccc1C(F)(F)F | 2.4 | 7 | 8 | 1.8 | 0 | 0 | -5 | 102 | 102
Cc1noc(C)c1S(=O)(=O)N1CCC(C(=O)N2CCN(c3ccccc3Cl)CC2)CC1 | 3.4 | 1 | 3 | 3.9 | -1 | -6 | 3 | 99 | 103
O=C(CNC(=O)N1CC(=O)Nc2ccccc21)Nc1ccccc1 | -0.2 | 12 | 41 | -0.6 | 3 | -1 | -10 | 104 | 105
O=S(=O)(Cc1noc(-c2ccc(Cl)cc2)n1)Cc1ccco1 | -1.2 | -5 | 25 | 0.1 | 6 | -4 | -7 | 97 | 97
Cc1cccc(OCCCC(=O)Nc2ccccc2C(F)(F)F)c1 | -0.7 | 6 | 8 | 0.6 | 14 | -4 | -4 | 109 | 113
C[C@@H]1CN(Cc2nc(-c3cccs3)no2)C[C@H](C)O1 | -0.2 | 5 | 15 | 0.1 | 4 | 4 | 4 | 97 | 96
CCc1noc(C)c1C(=O)Nc1cccc2ncccc12 | -0.5 | 1 | 30 | 0.6 | 18 | 2 | -12 | 101 | 102
CC(=O)N1CCCc2cc(S(=O)(=O)N(CC(C)C)CC(C)C)ccc21 | -2.7 | 3 | -22 | 0.9 | 22 | -3 | 2 | 99 | 96
Cc1ccc(C(=O)N/C(=C\c2cccs2)C(=O)NCCCn2ccnc2)cc1C | 0.3 | 8 | 3 | 5.9 | 8 | -4 | 6 | 105 | 106
Cc1cc(C)cc(OCCNC(=O)C(C)N2C(=O)c3ccccc3C2=O)c1 (configuration not stated) | -1.4 | -4 | 4 | -1.0 | 10 | -3 | -3 | 108 | 95
CC(=O)NNC(=O)c1cc2sccc2s1 | 0.7 | -14 | 34 | 0.8 | 29 | -1 | -6 | 76 | 87
O=C(CC(c1ccccc1)c1ccccc1O)NCCc1ccccc1 (configuration not stated) | -0.6 | -1 | 40 | 0.8 | -2 | 0 | 2 | 98 | 96
O=C(Nc1ccccc1F)Nc1ccccc1OC(F)F | -2.2 | 3 | 57 | -1.9 | 7 | -5 | -6 | 105 | 101
CCOC(=O)c1sc(Nc2ccccc2)nc1C | -2.0 | 4 | 22 | -1.1 | -4 | -2 | -15 | 106 | 106
O=C(Nc1ccc(S(=O)(=O)NCC2CCCO2)cc1)c1cccc(F)c1 (configuration not stated) | 2.2 | -2 | 18 | 3.2 | 3 | -8 | -4 | 96 | 101
CC(C)(C)OC(=O)NCC12C=CC(O1)C1C(=O)N(Cc3ccccc3)C(=O)C12 (configuration not stated) | 2.9 | 2 | 8 | 6.3 | 1 | 1 | 6 | 103 | 108
CCN(Cc1ccncc1)Cc1nc(-c2ccc(C(=O)OC)cc2)no1 | 3.7 | 0 | 49 | 8.0 | 1 | -3 | -12 | 97 | 100
CCc1ccc(NC(=O)CSc2nnnn2-c2cccnc2)cc1 | -1.4 | -4 | nt | -0.8 | -8 | 0 | -28 | 99 | 100
CCN=c1scc(C)n1/N=C/c1cc(Br)c(O)c(Br)c1 | -0.9 | -13 | -111 | -0.1 | 8 | -7 | 6 | 89 | 85
O=C(/C=C/c1ccc(Br)cc1)NCCCn1ccnc1 | -1.3 | 0 | nt | 0.0 | 1 | -10 | -13 | 97 | 103
COc1ccc(-n2nc(C(=O)NCC(=O)N3CCN(c4ccc(F)cc4)CC3)c3ccccc3c2=O)c(OC)c1 | -1.9 | 2 | 32 | 0.1 | 1 | -8 | -2 | 100 | 99
Cc1cc(N2CCN(S(=O)(=O)c3ccccc3)CC2)nc2c(C)cccc12 | -0.6 | 5 | 5 | 1.0 | 9 | 1 | -11 | 102 | 103
O=C(CC1C(=O)NCCN1Cc1c(F)cccc1Cl)NCCCn1ccnc1 (configuration not stated) | -0.1 | -10 | 35 | 0.5 | 1 | 0 | -1 | 99 | 92
COc1ccccc1CNC(=O)CSCc1cnn(-c2ccccc2)c1-n1cccc1 | 0.1 | -3 | 2 | 0.2 | 1 | -4 | -7 | 99 | 98
C=C(C)CNC(=S)N/N=C/C1=CCC2CC1C2(C)C (configuration not stated) | -3.2 | 3 | 6 | -0.1 | 23 | -4 | -14 | 101 | 113
CCc1cccc(C)c1NS(=O)(=O)c1cccs1 | -1.6 | 1 | 40 | -1.6 | 6 | -9 | -3 | 104 | 100
N=c1oc2ccccc2cc1C(=O)N/N=C/c1ccccc1 | 0.4 | nt | 42 | 1.6 | 19 | 4 | 4 | nt | nt
Cc1ccc(C(=O)Nc2ncccc2S(=O)(=O)c2ccccc2)cc1 | nt | 3 | nt | nt | 9 | -9 | -14 | 99 | 103
CCn1c(SCC(=O)Nc2ccc(C)cc2)nnc1-c1ccc(O)cc1 | 1.1 | 2 | 2 | 1.9 | -2 | -6 | -2 | 95 | 103
Nc1ccc(N2CCOCC2)c(S(=O)(=O)Nc2cc(Cl)ccc2Cl)c1 | -0.5 | -6 | 37 | -0.5 | -18 | 3 | -2 | 100 | 94
COc1ccc(OC)c(NC(=O)CN(C)S(=O)(=O)c2ccc3nc(C)sc3c2)c1 | -2.3 | -3 | -13 | 1.1 | 38 | 0 | -11 | 95 | 97
O=C(O)C(O)C(O)c1nc2ccccc2[nH]1 (configuration not stated) | -0.5 | 0 | 23 | 0.6 | -7 | -1 | 2 | 98 | 99
CC(C)CNc1ncnc2c1cnn2Cc1ccc(Cl)cc1 | -2.8 | -1 | 23 | 4.0 | 14 | -3 | -2 | 95 | 100
COc1ncnc2c1NC1=C(S2)C(=NCCC(=O)O)CC(C)(C)C1 | 0.9 | 5 | 52 | 0.2 | -2 | -3 | -1 | 98 | 99
Cc1ccccc1NCCNc1ccccc1C | -1.8 | 2 | -9 | -0.9 | 3 | -8 | 4 | 101 | 97
O=C(NCCn1cc(SCc2ccc(F)cc2)c2ccccc21)c1c(F)cccc1F | -0.7 | 3 | 9 | 0.6 | 14 | nt | 3 | 81 | 100
CC(=O)Nc1ccc(Nc2cc(-c3ccccc3)nc3ncnn23)cc1 | 0.4 | -11 | 32 | -0.3 | 0 | -7 | -11 | 95 | 88
CCN(CC)S(=O)(=O)c1ccc(N2CCOCC2)c(NC(=O)Cc2ccccc2)c1 | -3.0 | 12 | -11 | -1.2 | 26 | -10 | 8 | 98 | 78
NNC(=O)c1nnn(-c2nonc2N)c1CN1CCc2ccccc2C1 | -0.8 | -1 | -6 | 0.5 | -16 | 0 | -4 | 103 | 99
CCN(CC(=O)Nc1ccccc1C(F)(F)F)C(=O)c1ccc(=O)n(Cc2ccccc2)n1 | 1.5 | 5 | 29 | 1.5 | 11 | -3 | -9 | 102 | 107

Of the compounds above, nine have an aryl methoxy group.
SMILES | OXTR ag | MEKK2mut PB1 HTS | PHOSPHO1 inh | V1aR counter | NALP1 yeast inh | GalR3 antag | GPR7 antagonist | MEKK3 PB1 HTS | MEKK2 WT-MEK5
COc1ccc(N2CCN(Cc3cc(OC)c(O)c([N+](=O)[O-])c3)CC2)cc1 | -0.7 | 4 | -2 | 0.4 | 24 | -5 | -4 | 105 | 111
COc1ccc(CN(C(=O)c2cccc(OC)c2)C2CCS(=O)(=O)C2)cc1 (configuration not stated) | -1.0 | -15 | 33 | -0.2 | 16 | -5 | 5 | 90 | 93
COc1ccc(-c2cc(C)nc(SCc3cccc(C(=O)O)c3)n2)cc1 | 0.9 | -2 | 51 | 2.4 | 34 | -3 | -2 | 99 | 95
COc1ccc(N2C(=O)C(Cl)=C(N3CCCC3)C2=O)cc1 | -1.0 | -1 | 13 | -0.9 | 6 | -8 | -1 | 98 | 93
COc1ccccc1C(=O)NCCSCc1ccccc1Cl | -2.1 | 0 | 39 | 0.5 | 18 | -11 | 6 | 102 | 106
COc1ccc(-n2nc(C(=O)NCC(=O)N3CCN(c4ccc(F)cc4)CC3)c3ccccc3c2=O)c(OC)c1 | -1.9 | 2 | 32 | 0.1 | 1 | -8 | -2 | 100 | 99
COc1ccccc1CNC(=O)CSCc1cnn(-c2ccccc2)c1-n1cccc1 | 0.1 | -3 | 2 | 0.2 | 1 | -4 | -7 | 99 | 98
COc1ccc(OC)c(NC(=O)CN(C)S(=O)(=O)c2ccc3nc(C)sc3c2)c1 | -2.3 | -3 | -13 | 1.1 | 38 | 0 | -11 | 95 | 97
COc1ncnc2c1NC1=C(S2)C(=NCCC(=O)O)CC(C)(C)C1 | 0.9 | 5 | 52 | 0.2 | -2 | -3 | -1 | 98 | 99

Entries of single compounds, looked up by structure. Order of values: OXTR ag | MEKK2mut PB1 HTS | PHOSPHO1 inh | V1aR counter | NALP1 yeast inh | GalR3 antag | GPR7 antagonist | MEKK3 PB1 HTS | MEKK2 WT-MEK5
Shown for O=C(NCCn1cc(SCc2ccc(F)cc2)c2ccccc21)c1c(F)cccc1F = -0.7 | 3 | 9 | 0.6 | 14 | nt | 3 | 81 | 100
Shown for CC(=O)Nc1ccc(Nc2cc(-c3ccccc3)nc3ncnn23)cc1 = 0.4 | -11 | 32 | -0.3 | 0 | -7 | -11 | 95 | 88
